KOR beta-arrestin-1 – KOR agonists, beta-arrestin recruitment, primary screen, cell-based, luminescence, uHTS (AID 1777); Kappa-type opioid receptor (Homo sapiens); KOR beta-arrestin recruitment, luminescence; higher % means a stronger effect; activation, % at 10 µM; hits with a dose series show EC50 in µM; 0.02% of 280,000 active; in the data active = activation above about 50%, passing the limit was not always enough; also: a part of the inactive calls stands beside numbers as strong as those of hits
KOR beta-arrestin-2 – KOR antagonists, beta-arrestin recruitment, cell-based, luminescence, uHTS (AID 1778); Kappa-type opioid receptor (Homo sapiens); KOR beta-arrestin recruitment, luminescence, antagonist mode; higher % means a stronger effect; one-dose inhibition, % at 10 µM; IC50 in µM for titrated hits; 0.091% of 290,000 active; also: strong numbers were not always called active
NOD2 inhibition – NOD2 signaling inhibitors, cell-based, luminescence, uHTS, HEK293 (AID 1566); 0.63% of 290,000 active; inhibition, % at 4 µM, or EC50 in µM where a hit was titrated; HEK293 NOD2/NF-kB luciferase reporter, luminescence; higher % means a stronger effect; also: many of its hits are not listed in these tables
P. falciparum M17LAP – P. falciparum M17LAP inhibitors, primary screen, biochemical, fluorogenic H-Leu-NHMec substrate, 1536-well (AID 1619); Leucine aminopeptidase (Plasmodium falciparum (isolate 3D7)); recombinant M17LAP, H-Leu-NHMec fluorogenic kinetic assay; higher % means a stronger effect; inhibition, % at 30 µM, or IC50 in µM where a hit was titrated; 0.38% of 220,000 active;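 active = compound inhibiting the enzyme by more than half at any dose during confirmatory dose-response retesting; inconclusive = strong single-dose inhibitors picked by rank but not retested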;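 also: plate controls were full reaction with DMSO carrier for no effect and no enzyme background for full effect; strong numbers were not always called active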
Dynein cargo inh – inhibitors of GR-EGFP nuclear translocation, primary screen, dynein cargo transport inhibitor project, imaging, high-content, 3617.4 mouse cells; 0.47% of 220,000 active; test concentration mostly 20 µM; stimulated with dexamethasone, 1 µM; stronger effect = lower value; z-score, hits read low; AID 1381, 2008;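 active = plate z-score of nuclear minus cytoplasmic receptor signal below a set negative limit, without overly bright fluorescence or cell loss, cut at about -3.5 in these data, passing the limit was not always enough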;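 also: z-score of nuclear minus cytoplasmic ring GR-EGFP intensity difference per well; some compounds called inactive have numbers as strong as hits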
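Buffer or medium: tet-free medium with charcoal-stripped serum / Also added: dexamethasone agonist, 1.0 µM final, for 30 min / Timing: induction 48 h, compound 1 h, agonist 30 min / Measured by: high-content fluorescence imaging after fixation / Read-out: nuclear-to-cytoplasmic GR-EGFP distribution per well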
P. falciparum M1AAP – P. falciparum M1AAP inhibitors, biochemical, fluorogenic H-Leu-NHMec substrate, 1536-well (AID 1445). inhibition, % at 30 µM; hits with a dose series show IC50 in µM. recombinant M1AAP, H-Leu-NHMec fluorogenic kinetic assay; higher % means a stronger effect. 0.42% of 220,000 active. Aminopeptidase N (Plasmodium falciparum (isolate 3D7));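 active = primary inhibition above the hit cutoff, then over 50% inhibition at one or more dose response concentrations, cut at about 23% in these data, passing the limit was not always enough; inconclusive = conflicting primary data, or primary hits not chosen for dose response; inactive = low primary inhibition, or under 50% at every dose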;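 also: plate controls were DMSO full reaction for no effect and no enzyme background for full effect; strong numbers were not always called active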
AID2073 – inhibitors of Mint1-CaV2.2 protein interaction, biochemical, HTRF (AID 2073); 0.19% of 290,000 active; one-dose inhibition, % at 20 µM; IC50 in µM for titrated hits; HTRF protein-protein interaction, Mint1-CaV2.2; higher % means a stronger effect; in the data active = inhibition mostly above about 51%, no sharp cut-off; inconclusive = no clear call, values can overlap the other calls; inactive = mostly below about 53%; also: some results filed as inactive read as strong as hits
GPR55 activation – GPR55 agonists via beta-arrestin recruitment, primary screen, imaging, U2OS cells, beta-arrestin-GFP redistribution (AID 1961). G-protein coupled receptor 55 (Homo sapiens). U2OS GPR55 beta-arrestin-GFP redistribution imaging; higher % means a stronger effect. one-dose activation, % at 10 µM; EC50 in µM for titrated hits. 0.048% of 290,000 active;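 active = activation above 40% with more than 50 cells counted in the well; inconclusive = wells holding fewer than 50 cells, flagged as toxic or sparse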;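 also: U2OS osteosarcoma cells stably expressing GPR55 and beta-arrestin-GFP; plate controls were DMSO negative control for no effect and LPI positive control for full effect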
NOD1 NF-kB reporter – NOD1 signaling inhibitors, primary screen, cell-based, luminescence, uHTS (AID 1578); NOD1-driven NF-kB luciferase reporter cells, luminescence; higher % means a stronger effect; one-dose inhibition, % at 4 µM; EC50 in µM for titrated hits; 1% of 290,000 active; in the data active = inhibition mostly above about 36%, no sharp cut-off; inactive = mostly below about 34%;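 also: HEK-293T reporter cells stimulated with the NOD1 agonist gamma-tri-DAP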
Dynein cargo inh cytoplasmic EGFP – second read-out of Dynein cargo inh, no call of its own (marks repeat the call); z-score; measured here: cytoplasmic GR-EGFP intensity; stronger effect = higher value
Dynein cargo inh nuclear GR-EGFP – further read-out of Dynein cargo inh, marked with its call; z-score; measured here: nuclear GR-EGFP intensity;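 lower value marks the stronger effect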
Dynein cargo inh cell count – further read-out of Dynein cargo inh, marked with its call; z-score; measured here: cell count per field
Active calls of the source: *; i = inactive; ? = inconclusive; / = no result given; [ ] = remark or other dose. Rule as the data show it, unless noted: active = inhibition above about 50%; inactive = the rest. Some of the compounds tested; rates above refer to the full screens.

SMILES	KOR beta-arrestin-1	KOR beta-arrestin-2	NOD2 inhibition	P. falciparum M17LAP	Dynein cargo inh	Dynein cargo inh cytoplasmic EGFP	Dynein cargo inh nuclear GR-EGFP	Dynein cargo inh cell count	P. falciparum M1AAP	AID2073	GPR55 activation	NOD1 NF-kB reporter
Cc1cc(C)c2c(=O)[nH]c(SCC(=O)NCc3ccccc3)nc2n1	-0.7%	-44%	6%	1%	-0.35	-0.28	0.012	0.092	2%	-3%	-0.1%	-54%
COCCNC(=O)CN1C(=O)CC(C)(C)S(=O)(=O)c2ccccc21	-3.4%	-16%	17%	-6%	0.038	-0.15	0.25	0.42	8%	-2%	-0.1%	-47%
CCOc1ccc(C(=O)CCc2nc3ccccc3s2)cc1	0.8%	-20%	6%	-7%	4.1	-0.00047	2.3	-2.5	5%	-3%	0.3%	18%
Cc1ccc(C(=O)Nc2cccc(C(=O)N/N=C/c3ccc(O)cc3)c2)cc1	0.8%	-23%	-50%	/	/	/	/	/	/	5%	-0.2%	-38%
CCOc1ccc(C(O)(CCC(C)C)C(CN2CCOCC2)c2ccccc2)cc1 (centres undefined)	-3.8%	21%	-11%	/	/	/	/	/	/	3%	0.0%	-13%
COC(=O)Cn1cc(/C=C/c2cc[n+](C)cc2)c2ccccc21	-2.6%	-10%[20 µM]	-2%	/	/	/	/	/	/	24%	-0.3%	-26%
CC1(c2cccc(Br)c2)NC(=O)N(CC(=O)Nc2ccc(F)cc2)C1=O (centres undefined)	6.6%	-67%	-7%	/	/	/	/	/	/	-1%	0.2%	-16%
Cc1cc(=O)oc2cc(OC(=O)c3nn(C(C)C)c(=O)c4ccccc34)ccc12	7.8%	-30%	8%	i	-1.6	-0.16	-1.2	0.54	19%	49%	0.0%	-23%
Cc1coc(NC(=O)CSc2nc(-c3ccc(Cl)cc3)cc(C(F)(F)F)c2C#N)n1	-0.4%	-20%	5%	-8%	1.1	-0.03	1.3	0.083	-1%	?	0.3%	-12%
CC(C)c1nc(NCCO)c2nnn(Cc3ccccc3)c2n1	/	-48%[20 µM]	20%	10%	-0.18	-0.35	-0.15	1	-3%	-14%	-0.1%	-28%
CC(=O)c1ccc(N2CCN(C(=O)C(=O)c3c(C)[nH]c4ccccc34)CC2)cc1	-4.1%	31%	4%	/	/	/	/	/	/	30%	0.3%	-11%
Cn1c(=O)oc2cc(S(=O)(=O)N3CCN(c4cccc(Cl)c4)CC3)ccc21	18%	8%	-23%	13%	0.46	0.96	0.64	0.38	3%	4%	-0.2%	-32%
COCC(=O)Nc1cc(Cl)ccc1C	5.9%	6%	-5%	4%	1.6	-0.065	1.2	-1.6	-5%	-8%	-0.1%	-41%
COc1ccc(OCC(O)CN(CCO)CC(O)Cn2ccc3ccccc32)cc1 (centres undefined)	-4.1%	-14%	-3%	24%	0.96	-0.3	0.36	-0.14	4%	11%	0.2%	-24%
COc1ccccc1NS(=O)(=O)c1cc(NC(=S)NCCN2CCOCC2)ccc1N1CCOCC1	2.6%	-19%	14%	-14%	-0.48	-0.32	-0.62	0.84	8%	11%	0.0%	-15%
C[C@H](NC(=O)C1CCN(S(=O)(=O)c2ccccc2)CC1)C(=O)NCc1ccco1	5.8%	-30%	2%	/	/	/	/	/	/	13%	-0.1%	-26%
N#Cc1ccc(CSc2nnc(-c3cnccn3)o2)cc1	-2.3%	31%	-1%	1%	-0.65	-0.29	-0.15	0.47	4%	-4%	-0.1%	-34%
Cc1nc(NC(=O)/C=C/c2ccc(C(C)(C)C)cc2)sc1C(=O)N(C)C	5.3%	-10%	2%	0%	-0.11	-0.04	-0.49	-0.34	3%	2%	-0.1%	-1%
Cc1ccc(N2C(=O)[C@@H]3[C@H](C2=O)[C@H]2C=CC=NN2[C@@H]3C(=O)Nc2ccccc2)cc1	0.3%	24%	4%	3%	-0.89	-0.15	-0.42	-0.051	3%	23%	0.5%	-3%
O=C(Nc1cccc(-c2nnc(-c3ccco3)o2)c1)C(c1ccccc1)c1ccccc1	3.4%	-33%	-5%	9%	0.24	-0.064	0.48	0.61	-1%	3%	0.2%	-18%
Cc1ccc(CCNC(=O)C2=CCN(S(=O)(=O)c3ccccc3)CC2)cc1	-2.8%	1%	12%	/	/	/	/	/	/	-3%	-0.3%	-4%
CCC(CC)c1nnc(NC(=O)c2cc(C(=O)OC)cc([N+](=O)[O-])c2)s1	0.1%	33%	14%	13%	-0.19	-0.28	0.91	-0.16	5%	-37%	0.1%	-8%
COCCN(Cc1cc2cc(C)ccc2n2nnnc12)C(=S)Nc1ccc(C)cc1	-1.9%	-2%	4%	-1%	-0.077	0.16	0.79	-0.5	4%	9%	-0.3%	10%
COc1ccccc1/C=C/C(=O)NCC(=O)N=Nc1c(O)[nH]c2ccccc12	-4.0%	12%	10%	/	/	/	/	/	/	7%	-0.2%	5%
CCOCCCN(C)C1CCN(C(=O)c2oc3ccccc3c2NC(=O)Cc2ccc(F)cc2)CC1	-3.7%	1%	-16%	/	/	/	/	/	/	11%	-0.2%	-12%
O=C(NC1CC1)c1cccc(Br)c1	3.6%	/	1%	-9%	-3	1	-2.2	0.75	6%	-8%	0.1%	-29%
NNC(=S)Nc1ccc(Cl)cc1	-2.8%	-9%[20 µM]	-17%	-3%	0.97	-0.3	0.77	-0.21	0%	5%	-0.1%	-38%
O=C(CSc1nnc(-c2ccccc2)n1Cc1ccco1)Nc1ccc2c(c1)OCCO2	/	13%	-7%	-2%	-0.48	-0.46	-0.21	0.099	21%	4%	-0.5%	-35%
CC1=NN(C(C#N)c2ccccc2O)C(C)(C)C1 (centres undefined)	-1.5%	-29%	-9%	-2%	-0.59	-0.31	-0.088	1.1	-1%	0%	0.6%	-18%
COc1ccc(S(=O)(=O)Nc2ccc3c(c2)OCO3)cc1Cl	-1.5%	26%	-15%	7%	0.049	-0.23	0.0018	0.45	6%	-17%	-0.1%	-17%
COc1ccccc1/C=N/N1CCN(Cc2ccccc2Cl)CC1	-2.8%	7%[20 µM]	16%	/	/	/	/	/	/	-5%	-0.2%	13%
C=CCNC(=S)N/N=C/c1cccc([N+](=O)[O-])c1	-5.0%	7%	8%	22%	-0.56	0.091	-0.6	0.79	10%	-4%	-0.1%	-10%
CCc1c(C#N)sc(C(N)=O)c1CC	1.1%	9%	34%	-3%	1.1	-0.082	0.53	-0.12	5%	8%	-0.1%	9%
CCN(CCCc1ccccc1)CCCc1ccccc1	-0.1%	21%	3%	-8%	0.45	-0.095	0.67	0.11	1%	7%	-0.1%	-20%
C=CCn1c(COc2ccccc2)nnc1SCC(=O)N/N=C/c1ccc(C)cc1	1.7%	10%	12%	2%	-0.28	-0.23	-0.72	0.19	-2%	4%	-0.1%	13%
COc1cc(SC)ccc1C(=O)NCCN1CCOCC1	5.9%	13%	-5%	0%	-0.17	-0.033	-0.0098	-0.62	3%	1%	-0.2%	-3%
CS(=O)(=O)N1CCN(c2ccccc2NC(=O)c2ccc(Br)o2)CC1	3.1%	-41%	-56%	4%	-0.34	-0.27	-1	0.66	3%	5%	0.1%	/
COc1ccc(/C=N/c2nc3ccccc3n2CCN2CCCCC2)cc1OC	/	/	13%	4%	-0.54	0.037	0.059	0.13	-3%	-1%	0.0%	7%
O=C(Cc1ccccc1)NCC(=O)OCC(=O)c1cccs1	0.3%	-5%	0%	0%	-0.9	0.082	0.25	1.2	6%	3%	0.2%	-30%
Cc1onc(-c2c(F)cccc2Cl)c1C(=O)NCc1ccccn1	-3.6%	12%	7%	-8%	0.29	-0.23	0.31	-0.24	5%	-2%	0.2%	10%
CCN(CC)S(=O)(=O)c1ccc(C(=O)NCCCn2ccnc2)cc1	-3.7%	-13%	-4%	3%	-1.2	-0.17	-0.66	0.16	6%	3%	-0.1%	-66%
CCCCNC(=O)CCCn1c(=O)c2ccccc2n(CC(=O)NCCC2=CCCCC2)c1=O	0.7%	8%	-4%	14%	0.46	-0.27	0.59	-0.17	3%	10%	-0.1%	-26%
CCOC(=O)C1(Cc2ccccc2C(F)(F)F)CCN(C(C)CCn2cccn2)CC1 (centres undefined)	/	-12%[20 µM]	10%	-3%	-0.84	0.042	-0.43	0.77	9%	-16%	0.5%	-32%
O=C(NNC(=O)C1CCCO1)c1ccc(Br)cc1 (centres undefined)	0.7%	/	-4%	11%	-0.23	-0.082	-0.26	0.5	-3%	-1%	-0.4%	-20%
O=C1N(Cc2cccnc2)C[C@@H]2C[C@@H](c3cccc(Oc4ccccc4)c3)N3CCC[C@@]123	1.5%	18%	2%	-5%	-0.49	-0.057	-0.26	0.86	2%	-9%	0.6%	-4%
O=C(CCN1C(=O)c2ccccc2C1=O)Nc1ccccc1C(F)(F)F	0.7%	39%	12%	/	/	/	/	/	/	-9%	-0.1%	4%
O=[N+]([O-])c1ccc([C@H](O)[C@H](CO)N=Cc2ccccc2O)cc1	2.3%	-45%	6%	4%	0.02	-0.1	0.13	0.77	5%	7%	0.2%	14%
CC1CN(C(=O)CN2C(=O)c3ccccc3S2(=O)=O)CC(C)O1 (centres undefined)	-6.7%	-4%	9%	21%	-1	-0.3	-0.54	0.71	8%	1%	0.4%	7%
